SENP6 inh: inhibitors of human SENP6 protease. hit rate 1.8% among 330,000. inhibition, % at 10 µM. Q9GZR1. Recombinant SENP6 catalytic domain, aminoluciferin luminescence;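 active = inhibition above about 50% at the single tested dose, limit read from the data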;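 note: plate controls were DMSO wells with enzyme for no effect and DMSO wells lacking enzyme for full effect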
Target sequence (Q9GZR1 628-1112 limits assumed): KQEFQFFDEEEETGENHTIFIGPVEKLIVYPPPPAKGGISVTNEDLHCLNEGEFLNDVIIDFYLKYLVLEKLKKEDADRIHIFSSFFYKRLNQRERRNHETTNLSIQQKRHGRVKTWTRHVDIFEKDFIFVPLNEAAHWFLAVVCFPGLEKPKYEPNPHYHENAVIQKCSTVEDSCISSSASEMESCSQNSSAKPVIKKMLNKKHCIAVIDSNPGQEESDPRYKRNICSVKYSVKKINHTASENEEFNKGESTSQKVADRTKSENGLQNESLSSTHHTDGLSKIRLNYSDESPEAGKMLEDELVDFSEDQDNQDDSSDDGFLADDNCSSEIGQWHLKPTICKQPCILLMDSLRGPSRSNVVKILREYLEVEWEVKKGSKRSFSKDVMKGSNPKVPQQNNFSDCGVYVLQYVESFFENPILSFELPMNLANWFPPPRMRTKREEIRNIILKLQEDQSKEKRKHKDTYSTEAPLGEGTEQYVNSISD
PfG6PD inh: PfG6PD (Plasmodium falciparum) enzyme inhibition. PfGluPho enzyme, NADPH resazurin-diaphorase fluorescence. inhibition, % at 20 µM. hit rate 0.78% among 350,000;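 active = inhibition reaching at least a set limit at 20 µM in the primary screen, cut at about 59% in these data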;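 note: 0% = DMSO wells with substrate and 100% = DMSO wells lacking glucose-6-phosphate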
SENP1 inh: blocks the human SENP1 SUMO protease catalytic domain. AID 624204. hit rate 0.21% among 360,000. Q9P0U3. recombinant SENP1 catalytic domain, CyPet-SUMO1-YPet FRET cleavage. inhibition, % at 10 µM;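 active = inhibition at least 30% at 10 µM, raw YFP signal under a set limit, fluorescence ratio 0.5 to 1.5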;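 note: 0% = enzyme with DMSO and 100% = no enzyme wells; some results filed as inactive read as strong as hits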
Target sequence (Q9P0U3 419-644 limits assumed): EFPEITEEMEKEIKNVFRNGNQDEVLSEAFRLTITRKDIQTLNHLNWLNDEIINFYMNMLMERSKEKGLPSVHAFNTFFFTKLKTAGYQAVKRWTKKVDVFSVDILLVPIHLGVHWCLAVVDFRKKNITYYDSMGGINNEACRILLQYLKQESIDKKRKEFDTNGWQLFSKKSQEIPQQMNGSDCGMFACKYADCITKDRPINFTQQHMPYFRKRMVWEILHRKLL
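Test system: human SENP1 catalytic domain; medium: Tris pH 8 buffer plus EDTA, NaCl, BME, BSA, NP40, catalase; incubation: 50 min reaction at room temperature; technique: FRET, CFP and YFP emission; controls: no-enzyme low control and enzyme-plus-DMSO high control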
SENP7 block: inhibitors of human SENP7 protease; recombinant SENP7, Z-RLRGG-aminoluciferin luminescence, 40 min; inhibition, % at 5 µM; Q9BQF6; hit rate 1.5% among 330,000;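 active = inhibition above about 50% at the single test dose, limit read from the data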;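 note: plate controls were DMSO with enzyme for no effect and no enzyme buffer wells for full effect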
Target sequence (Q9BQF6 706-1050 limits assumed): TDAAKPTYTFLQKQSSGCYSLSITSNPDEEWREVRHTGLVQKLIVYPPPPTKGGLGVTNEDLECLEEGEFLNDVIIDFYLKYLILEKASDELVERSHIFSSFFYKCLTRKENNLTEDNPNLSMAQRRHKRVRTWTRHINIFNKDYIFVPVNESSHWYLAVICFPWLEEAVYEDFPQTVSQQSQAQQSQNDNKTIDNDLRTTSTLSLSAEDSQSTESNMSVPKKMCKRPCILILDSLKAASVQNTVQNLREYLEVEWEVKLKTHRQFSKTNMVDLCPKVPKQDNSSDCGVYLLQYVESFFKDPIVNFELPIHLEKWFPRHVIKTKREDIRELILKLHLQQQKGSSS
HKDC1 inh: blocks human hexokinase HKDC1 activity | AID 493160 | hit rate 0.16% among 340,000 | inhibition, % at 20 µM | recombinant HKDC1, G6PDH/diaphorase resazurin coupled fluorescence | Q2TB90;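 active = inhibition above about 35% when tested at 20 µM, limit read from the data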;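 note: plate controls were DMSO wells with enzyme for no effect and DMSO wells lacking enzyme for full effect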
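Material – in-house recombinant HK5 (HKDC1) enzyme · Quantity – HKDC1 at 5 µg/mL · Buffer or medium – pH 8.0 Tris buffer with 10 mM MgCl2 · Reagent – glucose with 1 mM ATP · Dosing – single 20 µM dose · Times – reaction time 90 min, room temperature, protected from light · Technique – resorufin fluorescence at 613 nm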
SENP8 block-1: inhibitors of human SENP8 protease; inhibition, % at 20 µM; recombinant SENP8, Nedd8 substrate fluorescence; AID 602440; hit rate 0.64% among 360,000; Q96LD8; in the data active = inhibition mostly above about 40%, no sharp cut-off; inactive = mostly below about 27%
Apaf1 inhib: human Apaf-1 inhibition | AID 489030 | hit rate 0.71% among 330,000 | reconstituted apoptosome caspase-3 activity, DEVD-Rh110 fluorescence | inhibition, % at 20 µM | O14727; active = inhibition of at least 40% at 20 µM;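 note: plate controls were DMSO wells for no effect and DEVD-CHO caspase inhibitor wells for full effect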
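Material: reconstituted apoptosome with Apaf-1, cytochrome c, caspase-9, procaspase-3, dATP / Buffer or medium: pH 7.5 Hepes buffer with CHAPS, BSA, DTT / Also added: cytochrome c with DEVD-Rh110 / Schedule: compound with Apaf-1, dATP, procaspase-3 30 min, then 50 min reaction, room temperature / Technique: rhodamine 110 fluorescence at Ex 480/Em 540 nm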
SENP8 block-2: blocks the human protease SENP8; purified SENP8, Z-RLRGG-aminoluciferin cleavage, luminescence; Q96LD8; inhibition, % at 10 µM; hit rate 1.2% among 330,000; AID 2540; in the data active = inhibition above about 50%
* = called active by the depositor; i = inactive; nt = no result given.

SMILES	SENP6 inh	PfG6PD inh	SENP1 inh	SENP7 block	HKDC1 inh	SENP8 block-1	Apaf1 inhib	SENP8 block-2
O=C(O/N=C1\CCCCC1c1ccc([N+](=O)[O-])cc1[N+](=O)[O-])c1c(F)cccc1F (configuration not stated)	-1	40	-3	15	5	30	20	6
c1ccc(-n2c(SCC3CCCCO3)nnc2-c2cccs2)cc1 (configuration not stated)	-23	3	-1	-2	-3	-19	-23	0
CCOC(=O)c1ccc(N=c2sc(C(=O)OC)cc(=O)n2-c2ccc(C(=O)OCC)cc2)cc1	13	8	3	4	12	12	18	9
CC(OC(=O)c1ccc2c(=O)n3c(nc2c1)CCC3)C(N)=O (configuration not stated)	-16	0	-3	1	-3	-8	1	-2
O=C(CS(=O)CC(=O)N(CC(=O)NC1CCCC1)c1ccccc1F)Nc1ccc(F)cc1 (configuration not stated)	-12	13	1	-2	-3	-1	-2	0
CC(C)C1N(S(=O)(=O)c2ccccc2)CCN1S(=O)(=O)c1ccccc1	-11	4	2	1	14	17	13	1
Cc1ccnc(NC2OC(=O)c3ccccc32)c1 (configuration not stated)	7	11	2	4	-4	2	4	5
Cc1cccc2cc(COC(=O)COc3ccccc3)c(=O)[nH]c12	0	-11	3	6	-2	-55	12	-1
COc1cc(C)nc(N2CCCC(C(=O)Nc3cc(Cl)ccc3OC)C2)n1 (configuration not stated)	-26	10	5	-1	-2	6	18	4
COc1ccc(CCC(=O)OCC(=O)Nc2c(C)n(C)n(-c3ccccc3)c2=O)cc1	1	5	0	-2	4	14	-13	3
COc1cc(Cl)cc(C(c2c(C(=O)O)[nH]c3ccccc23)c2c(C(=O)O)[nH]c3ccccc23)c1O	nt	-24	1	nt	16	-6	nt	nt
CCCOC(=O)Oc1ccc2c(=O)c(Oc3cc(C)cc(C)c3)coc2c1	11	-15	1	11	9	-85	24	3
CC1CC(C)(C)N(C(=O)CN2C(=O)CCC2=O)c2ccccc21 (configuration not stated)	2	12	2	1	-7	21	2	7
CCOc1ccc(NC(=S)NN2CCN(C)CC2)cc1	-4	2	3	5	-11	12	-7	1
COc1ccc(-n2c(C)cc(-c3cn4cccc(C)c4n3)c2C)cc1	1	2	-12	5	-8	-83	-4	0
O=S(=O)(NCC1CCCO1)c1cc(Cl)ccc1Cl (configuration not stated)	-14	-11	3	-7	1	13	-14	1
CN(c1ccccc1)S(=O)(=O)c1ccc(C(=O)NCc2ccccc2CN2CCCC2)cc1	-11	12	2	-16	-1	9	19	-9
Cc1ccc(N(C(=O)Cn2nnc(-c3ccc(C)o3)n2)C(C(=O)NC2CCCC2)c2ccco2)cc1 (configuration not stated)	-13	-5	0	8	-7	14	7	-4
COc1ccc(-c2csc(Nc3ccc(O)cc3)n2)cc1	-6	47	-1	-11	-2	3	4	-18
N/C(=N\OC(=O)CCC1CCCC1)c1ccc(Cl)cc1	-17	8	4	9	-4	11	7	-25
N#Cc1c(NC(=O)Cn2cnc3ccccc3c2=O)oc(-c2ccccc2)c1-c1ccccc1	-3	-15	-1	-1	-4	-93	-6	4
Cc1ccc(S(=O)(=O)NCC(=O)N(CC(=O)NCC2CCCO2)Cc2ccccc2)cc1 (configuration not stated)	6	3	-1	3	-8	24	-3	-2
O=C(c1ccc(Cn2cc(Cl)cn2)o1)N1CCN(Cc2ccc3c(c2)OCO3)CC1	-10	-13	0	-10	-1	14	15	-6
CN(/C(=N/S(=O)(=O)c1cccs1)c1ccccc1)c1ccc(O)cc1	7	-5	2	-4	-6	30	-11	-1
Cc1ccc(C(=O)NNC(=O)CCC(=O)Nc2cc(C)on2)cc1	-9	1	0	10	-2	14	9	1
Cc1ccc(/C(N)=N/OC(=O)CCC2CCCCC2)cc1	-13	3	2	1	2	8	-2	-9
Cc1ccc(S(=O)(=O)N2CCOCC2)cc1NC(=O)COC(=O)Cc1ccsc1	15	11	3	10	-5	13	13	1
CCCCCCOc1ccc(C(=O)n2cnc(N)n2)cc1	1	-4	1	-13	3	13	0	-17
NS(=O)(=O)c1ccc(CCNC(=O)c2ccc(=O)[nH]c2)cc1	-2	-3	0	-8	-8	14	6	-3
CCOC(=O)c1cccc(NC(=O)/C=C/c2ccc([N+](=O)[O-])cc2)c1	-11	4	6	3	-8	17	4	0
CCCCn1c(N)c(N(CCC(C)C)C(=O)C2=COCCO2)c(=O)[nH]c1=O	-15	-9	12	12	-2	-13	-4	-5
Cc1occc1C(=O)N1CCN(Cc2ccccc2)CC1	-5	5	-23	6	-6	7	0	1
COc1ccc(CNC(=O)COC(=O)CN2C(=O)C3CC=CCC3C2=O)cc1 (configuration not stated)	18	-3	1	4	-1	1	-2	-5
O=C(NCC(=O)N1CCN(S(=O)(=O)c2cccs2)CC1)c1ccc(Cl)cc1	-7	-7	0	-10	-9	-4	2	-2
COc1ccccc1NC(=O)c1ccc(NC(=O)CN2C(=O)CN(C)C2=O)cc1	-6	10	1	-6	-4	5	-10	-9
CCOc1nc(C)cc(C)c1S(=O)(=O)c1ccc(Cl)cc1	3	42	1	-4	9	11	5	-7
CC1(C)CC(NC(=O)c2ccncc2)CC(C)(C)N1O	8	-6	2	-1	-5	8	-11	-6
COc1ccc(NC(=O)CNC(=O)c2ccc([N+](=O)[O-])cc2)cc1	-7	-26	4	-8	15	12	-20	0
CCCc1ccc(NS(=O)(=O)c2c(C)oc(C)c2C(=O)OC)cc1	5	9	3	-8	2	20	6	3
CC(=O)c1cccc(NC(=O)COC(=O)c2ccc3c(c2)OCCO3)c1	-1	16	0	5	-5	42*	-32	-3
CCCc1ccc(-c2cc(C(=O)N/N=C/c3ccc([N+](=O)[O-])o3)c3ccccc3n2)cc1	0	-9	-5	7	-8	-14	-3	-7
CN(C)c1nc(C(=O)O)nc(N2CCOCC2)n1	-21	-6	-2	-2	-5	-2	-4	-10
O=C(Cc1cccs1)NCCSc1c(-c2ccc(Cl)cc2)[nH]c2ccccc12	-6	19	2	15	2	-391	8	-12
Cc1cccc(C)c1N=Cc1c(C(F)(F)F)[nH][nH]c1=O	-4	17	3	8	-3	19	0	-3
O=C(NN1CCCCCC1)c1ccccc1F	nt	12	1	nt	-5	17	nt	nt
O=C(CN1C(=O)C2CCCCC2C1=O)OCn1nnc2ccccc2c1=O (configuration not stated)	-14	-17	1	3	-8	-39	-4	-1
O=C(NCCCCc1ccccc1)C12CN(Cc3ccccc3)CC1C(c1ccc([N+](=O)[O-])cc1)=NO2 (configuration not stated)	-11	19	2	5	0	10	6	-6
Cc1cccc(C(=O)NCC(=O)OCc2cc(=O)n3ccsc3n2)c1	-18	-4	3	3	-4	-15	-4	-3
CCc1ccccc1Nc1nc(N)nc(COC(=O)CCC(=O)c2ccc(F)cc2)n1	-10	20	-11	-13	-1	-15	10	-1
O=C(Nc1nnc(-c2cccc(F)c2)s1)Nc1ccccc1F	-3	-14	1	4	-6	-351	-7	0
O=C(NC1CCCCC1)c1cccc2c1C(=O)c1ccc(-c3ccc(OC(F)(F)F)cc3)cc1S2(=O)=O	-20	-14	3	-6	-7	22	9	-10
COc1cccc(/C=N/NC(=O)CO/N=C(\C)c2cccs2)c1OC	2	5	3	2	-11	-24	9	1
O=C(CCS(=O)(=O)c1ccccc1)Nc1ccccc1F	-15	2	0	10	-1	4	-4	-5
CCN(C(=O)CSc1nnc(-c2ccccc2)o1)c1c(N)n(Cc2ccccc2)c(=O)[nH]c1=O	-43	11	1	5	-5	7	-5	-4
Fc1ccc(/C=N/c2c(-c3ccc(F)cc3)nc3n2CCS3)cc1	-3	0	-2	8	-4	-48	-8	5
COC(=O)n1c(=S)oc2cc(Cl)ccc21	-2	nt	nt	6	nt	nt	-4	1
CCC(C)n1c(SCc2ccc([N+](=O)[O-])cc2)nc2ccsc2c1=O (configuration not stated)	-17	1	2	-10	-6	21	16	-11
Cc1ccccc1NC(=O)C1CCCN1S(=O)(=O)c1cccc2cccnc12 (configuration not stated)	-3	3	-8	-2	-3	13	-5	-5
COc1cc(C(=O)Nc2cc(S(=O)(=O)N3CCOCC3)ccc2N2CCOCC2)ccc1OC(F)F	nt	-1	-1	nt	-3	9	nt	nt
COc1ccccc1OCCN(C#N)c1nc(N(C)C)nc(N(C)C)n1	-21	-10	0	-15	-6	6	9	-8

Next part
SMILES	SENP6 inh	PfG6PD inh	SENP1 inh	SENP7 block	HKDC1 inh	SENP8 block-1	Apaf1 inhib	SENP8 block-2
CC1CCN(C(=O)Cn2cc(C(=O)c3ccco3)c3ccccc32)CC1	-4	-14	2	-6	0	-22	10	-6
COc1cc(OC)c2ccc(=O)oc2c1C(CC(=O)N1CCCC1)c1ccc2c(c1)OCO2 (configuration not stated)	-6	3	-28	11	1	i	8	-3
CCOC(=O)C1=C(C)NC(C)=C(C(=O)OCC)C1C(=O)OCC(=O)N(C)C	-13	-2	-3	-3	-4	-206	-9	-2
Cc1cc(C)c2cc(C#N)c(N3CCCN(C(=O)c4cnccn4)CC3)nc2c1	-16	-14	-24	-7	-2	-228	14	-6
CCCNC(=O)CNC(=S)N(Cc1ccccc1F)C1CCCCC1	-21	5	-1	-6	-1	-1	0	-8
O=C(Nc1ccc(O)cc1)C1CC=CCC1 (configuration not stated)	5	25	-2	2	4	41*	-2	-2
COc1ccc(NC(=O)CN2CCC(NC(=O)C3CCCCC3)CC2)cc1	3	-8	0	-1	-3	12	-3	0
Cc1ccccc1Cn1c(=O)n(CCC(=O)NCc2ccc3c(c2)OCO3)c(=O)c2ccccc21	-8	-2	2	8	-7	9	5	8
COc1cccc(C2=NOC(C(=O)Nc3ccc(C(C)=O)cc3)C2)c1 (configuration not stated)	-16	-10	1	2	-2	0	-13	-2
COc1cccc(OCCCN2CCCCCC2)c1	5	1	0	13	-8	8	11	6
C=CCOC(=O)C1=C(C)NC(=O)NC1c1cc(Cl)cc(Cl)c1OC (configuration not stated)	-3	-2	-3	-7	16	13	5	-11
COc1ccc(C(C(=O)Nc2ccc3c(c2)OCO3)N(C)C(=O)Cc2c[nH]c3ccccc23)cc1 (configuration not stated)	1	15	-4	7	-6	12	5	-1
COc1cc(C(=O)NCc2nnc(SCC(=O)N3CCc4ccccc43)o2)cc(OC)c1OC	5	2	-1	-1	-3	10	-3	6
Cc1ccc(N(CC(O)CN2C(=O)NC(C)(C)C2=O)S(=O)(=O)c2ccc(C)cc2)cc1 (configuration not stated)	-6	-15	1	2	2	12	3	1

Some of the entries so far, with bars between the fields:
molecule | SENP6 inh | PfG6PD inh | SENP1 inh | SENP7 block | HKDC1 inh | SENP8 block-1 | Apaf1 inhib | SENP8 block-2
Cc1cc(C)c2cc(C#N)c(N3CCCN(C(=O)c4cnccn4)CC3)nc2c1 | -16 | -14 | -24 | -7 | -2 | -228 | 14 | -6
CCCNC(=O)CNC(=S)N(Cc1ccccc1F)C1CCCCC1 | -21 | 5 | -1 | -6 | -1 | -1 | 0 | -8
O=C(Nc1ccc(O)cc1)C1CC=CCC1 (configuration not stated) | 5 | 25 | -2 | 2 | 4 | 41* | -2 | -2
COc1ccc(NC(=O)CN2CCC(NC(=O)C3CCCCC3)CC2)cc1 | 3 | -8 | 0 | -1 | -3 | 12 | -3 | 0
Cc1ccccc1Cn1c(=O)n(CCC(=O)NCc2ccc3c(c2)OCO3)c(=O)c2ccccc21 | -8 | -2 | 2 | 8 | -7 | 9 | 5 | 8
